SDO1 yeast rescue – restores growth of sdo1-depleted yeast | S. cerevisiae sdo1-depleted JHY4D growth rescue, OD600 30 h; active compounds read high; pdr5 snq2 efflux-pump mutant strain | z-score at 10 µM | 0.21% of 140,000 active;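 active = z-score above 3 at both the 24 hr and the 30 hr optical density reads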;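 also: z-score against mean and SD of all compound wells on the same plate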
Insulin prom inh – TRM-6 insulin promoter activity inhibition. TRM-6 cells (human fetal islet line), insulin promoter-eGFP reporter, imaging; reporter expression induced with tamoxifen. inhibition, % at 2 µM. 0.9% of 130,000 active;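 active = inhibition above the mean plus 3 SD, with well images judged a real hit on visual review, cut at about 60% in these data, passing the limit was not always enough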
SDO1 yeast rescue Rescue 24 h – recorded beside SDO1 yeast rescue, whose call it bears; z-score; S. cerevisiae sdo1-depleted JHY4D growth rescue, OD600; measured here: growth rescue at 24 h;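 0 is the plate mean of compound wells and units are plate SD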
An asterisk follows results filed as active; i = inactive; . = no result given; & = joins results of further samples.

A first look:
Order of values: SDO1 yeast rescue	SDO1 yeast rescue Rescue 24 h	Insulin prom inh
CCOC(=O)c1oc2ccccc2c1CN1CCOCC1
    0.32	0.62	.
CC(CCc1ccccc1)NC(=O)c1ccc(Br)o1 (stereo not given)
    -0.08	0.23	20

The whole of this part, from the first entry:
Order of values: SDO1 yeast rescue	SDO1 yeast rescue Rescue 24 h	Insulin prom inh
CCOC(=O)c1oc2ccccc2c1CN1CCOCC1
    0.32	0.62	.
CC(CCc1ccccc1)NC(=O)c1ccc(Br)o1 (stereo not given)
    -0.08	0.23	20
COCc1nnc(NS(=O)(=O)c2c(C)cc(C)cc2C)s1
    0.73	0.88	-17
O=C(O)CSc1nnc(-c2cccnc2)n1Cc1ccccc1
    0.97	0.41	-52
CCOc1ccccc1NC(=O)CC(O)(C(F)(F)F)C(F)(F)F
    -0.46	-0.4	55
CC(C)c1ccc(C(=O)NN2C(=O)C3CCCCC3C2=O)cc1 (stereo not given)
    -0.67	-1.7	23
Cc1ccc2c(Cl)c(C(=O)NCCc3ccccc3)sc2c1
    0.23	0.08	-3
O=C1NC2(CCCCC2)C(=O)N1Cc1cccc(C(F)(F)F)c1
    .	.	25
CCOC(=O)c1[nH]c(C)c(C(=O)OCC(=O)Nc2sc3c(c2C#N)CCCCC3)c1C
    .	.	18
Cc1cc2nc(C)n(CCCN)c2cc1C
    1.5	0.53	3
COc1ccc(S(=O)(=O)N2CCC(C(=O)N3CCCC3)CC2)cc1Cl
    -0.34	-0.81	62
CON/C=C(\C=Nc1ccccc1)c1ncc(C(F)(F)F)cc1Cl
    -0.44	0.25	17
CCCCNC(=O)c1ccccc1C(=O)NCCCC
    0.98	1.2	31
CSc1nc(-c2ccccc2)c2cc(Cl)ccc2n1
    -1.4	-1.6	50
COCc1cc(N2CCCCC2)nc(-c2ccccc2)n1
    .	.	-45

Given with values ahead of the structure: 2 of the compounds above.
SDO1 yeast rescue	SDO1 yeast rescue Rescue 24 h	Insulin prom inh	Compound
0.97	0.41	-52	O=C(O)CSc1nnc(-c2cccnc2)n1Cc1ccccc1
-0.46	-0.4	55	CCOc1ccccc1NC(=O)CC(O)(C(F)(F)F)C(F)(F)F

Later entries:
Order of values: SDO1 yeast rescue	SDO1 yeast rescue Rescue 24 h	Insulin prom inh
CCOC(=O)c1cccc(NC(=O)C2CCCN(S(=O)(=O)c3cnc[nH]3)C2)c1 (stereo not given)
    2.4	1.9	.
COC(=O)[C@H]1[C@H](C(=O)OC)[C@@H](C(=O)OC)N(c2ccc(OC)cc2)[C@@H]1C(=O)OC
    1	1.5	50
Clc1ccc(OCCOCCOc2cccc3cccnc23)c(Br)c1
    -1.7	-0.76	-10
CC1CCN(c2c(NCC3CCC(C(=O)N4CCCC(C)C4)CC3)c(=O)c2=O)CC1 (stereo not given)
    0.28	-0.38	.
O=C(NCc1ccco1)c1ccc2c(c1)N(Cc1ccccc1)C(=O)CS2
    -0.38	-0.04	-26
O=C(CNc1ccc(F)cc1)c1ccccc1
    .	.	-35
CC(C)(C)n1nnnc1C(c1cccc(C#N)c1)N1CCC(Cc2ccccc2)CC1 (stereo not given)
    -0.85	-0.65	-119
CCOc1ccc(CC(=O)C2C(=O)CC(C)(C)CC2=O)cc1OCC
    0.22	-0.15	3
COC(=O)CCC(=O)N1CCc2cc(S(=O)(=O)N3CCc4ccccc43)ccc21
    -0.53	-0.01	.
CS(=O)(=O)N(CC(=O)Nc1ccccc1C(=O)N1CCCC1)c1ccc2c(c1)OCO2
    .	.	-38
COc1ccc(OC)c(NC(=O)c2nc(-c3ccccc3)oc2C)c1
    .	.	-67
NC(=O)C1CCN(C(=O)Nc2ccccc2)CC1
    -0.49	-1.1	46
Cc1ccc(S(=O)(=O)C2(C(=O)NCc3ccc4c(c3)OCO4)CC2)cc1
    0.16	-0.05	.
CC(O)c1c(-c2ccccc2)nn(C)c1Cl (stereo not given)
    .	.	32
CCOC(=O)N/N=C/c1ccc(C)o1
    0.1	-0.31	-33
CCNC(=S)NNC(=O)c1cc(CC(C)C)nc2ccccc12
    -0.99	-1.4	.
CC1CCc2c(sc3nn[nH]c(=O)c23)C1 (stereo not given)
    0.2	0.33	20
CN1CCN(CCN2CCn3c2nc2ccccc23)CC1
    1.7	2.2	14
CN(CCc1ccccn1)S(=O)(=O)c1ccccc1F
    .	.	38
COc1ccccc1-c1cc(C2CC2)nc(N)c1C#N
    -0.02	-0.19	36
COC(=O)c1nc2n(n1)C(c1cccc(Cl)c1)C1=C(CC(C)(C)CC1=O)N2 (stereo not given)
    1.1	1.2	.
COc1ccc2cc(C3CC(c4cccs4)=NN3S(C)(=O)=O)c(Cl)nc2c1 (stereo not given)
    -0.31	-0.22	.
CCCn1nc2cc(C(=O)NCc3ccc(OC)cc3)ccc2c1OCC
    -0.6	-0.56	.
Cc1cc(C)c(C(=O)COC(=O)CCNS(=O)(=O)c2c(Cl)cccc2Cl)cc1C
    -0.58	-0.88	40
CCOc1cc(/C=C2\CCCC(C(=O)C(F)(F)F)=C2O)ccc1O
    -1.4	-0.66	-43
CCN1CCN(Cc2cccc(Oc3ccccc3)c2)CC1
    0.87	0.92	.
Cc1nn(CC(=O)Nc2ccccn2)c(=O)c2ccccc12
    0.52	0.04	0
CCN(CC)S(=O)(=O)c1cccc(C(=O)N2CCCCC2)c1
    0.83	0.48	25
NCC12CC3CC(C1)CC(c1ccc(Cl)cc1)(C3)C2
    .	.	-40
O=c1cc(CO)oc(CN2CCC(Cc3ccccc3)CC2)c1O
    0.15&0.67	-0.33&-0.52	.
c1ccc2c(-c3csc(-c4ccncc4)n3)c[nH]c2c1
    .	.	-25
Cc1ccc(S(=O)(=O)Nc2cc(C(F)(F)F)ccc2N2CCOCC2)cc1C
    -0.14	0.25	-22
CCC(OC(=O)CC1Sc2ccccc2NC1=O)C(=O)NCC1CCCO1 (stereo not given)
    0.9	1.2	43
Cn1c(Cn2c(=O)sc3ccccc32)nnc1SCC(=O)NCC1CCCO1 (stereo not given)
    0.81	-0.18	.
CCCCNC(=O)Nc1ccccc1C(=O)Nc1ccc(OC)cc1
    -1.4	-1.8	-43
CCOP(=O)(c1ccc(N(C)C)cc1)C(O)c1ccc(Cl)cc1 (stereo not given)
    -0.12	-0.2	0
COc1ccc(NC(=O)N(Cc2cc3cc(OC)ccc3[nH]c2=O)CC2CCCO2)cc1 (stereo not given)
    -0.77	-1.1	-18
CCOc1ccc(Cc2nnc(SCC(N)=O)n2C)cc1
    -1.1	-0.3	23
COc1cc(C2c3c(-c4cc(C)cc(C)c4O)n[nH]c3C(=O)N2CCCO)cc(OC)c1OC (stereo not given)
    0.68	0.19	-21
O=C(Nc1ccc(Cl)cc1)N1CCN(c2ccc3nnc(-c4ccc(F)cc4)n3n2)CC1
    -0.02	-0.64	.
COc1ccc(NC(=O)c2sc(N)nc2-c2ccccc2)cc1
    .	.	-71
CCCCCCCCNc1nc(Cl)nc(NCc2ccco2)n1
    0.17	-0.63	.
Cc1nn(Cc2ccccc2Cl)c(C)c1N
    0.18	-0.15	19
O=C(CSc1cccc2cccnc12)N/N=C/c1ccncc1
    .	.	-41
Cc1ccccc1N(C)C(=O)c1coc(=O)c2ccccc12
    0.97	1.1	-27
CC(=O)c1cccc(NC(=S)N2CCC(Cc3ccccc3)CC2)c1
    .	.	-47
O=C(CSc1nnc(-c2ccc(S(=O)(=O)N3CCOCC3)cc2)o1)c1ccccc1F
    -1.1	-0.14	.
Cc1ccc(C(=O)N/C(=C/c2ccco2)C(=O)NCCc2c[nH]c3ccccc23)cc1C
    -0.19	0.2	.
CC(C)c1c(O)c2c(n(-c3ccccc3)c1=O)CCCC2
    0.7	0.83	0
O=[N+]([O-])c1ccccc1/C=N/Nc1nc(N2CCCC2)nc(N2CCCC2)n1
    .	.	47
O=c1c(Cc2ccc(Cl)cc2)c(O)ccn1Cc1cccs1
    .	.	-62
CCCC1CCC(C(=O)Nn2c(C)nc3ccccc3c2=O)CC1 (stereo not given)
    -0.62	-0.4	41
COc1cccc(-c2cc(C(=O)O)[nH]n2)c1
    1.2	1.2	-3
CCOC(=O)c1cccc(NC2c3ccccc3C(=O)N2Cc2ccco2)c1 (stereo not given)
    -1	-0.76	.
Cc1nn(-c2ccccc2)c(C)c1/C=N/NC(=O)c1cc(C(C)(C)C)[nH]n1
    0.68	0.81	54
O=C(CN1CCN(S(=O)(=O)c2ccc3ccccc3c2)CC1)NC(=O)NC1CCCCC1
    -0.33	-0.15	.
Cc1ccc(-n2ncc3c(=O)[nH]c(SCC(=O)N4CCCC4)nc32)cc1C
    1.3	0.8	-32
Cc1ccc(NC(=O)N2CCN(c3ccccn3)CC2)cc1
    0	-0.73	-17
NNC(=O)c1cccc(COc2ccccc2Br)c1
    -1.6	-1.6	-20
COc1ccc(N2C(=O)CCC(C(=O)NCc3ccccn3)C2c2ccc(OC)c(OC)c2)cc1 (stereo not given)
    0.24	-0.63	6

Remaining list, next part:
Molecule,SDO1 yeast rescue,SDO1 yeast rescue Rescue 24 h,Insulin prom inh
Cc1ccc(-c2noc(-c3ccccc3C(=O)NCC3CCCO3)n2)cc1 (stereo not given),-0.65,-0.79,14
COc1ccc(N(CC(=O)NCc2ccccc2)S(=O)(=O)c2c(C)nn(C)c2C)cc1,1.2,1.6,.
CC(C)(C)OC(=O)N[C@@H](Cc1ccccc1)c1nnc(S(=O)(=O)Cc2ccccc2)o1,-1.9,-0.72,46
COc1ccccc1NC(=O)CN1CCN(CC(=O)Nc2ccc(Cl)c(C(F)(F)F)c2)CC1,-2.3,-1.5,-107
O=C(O)CCCNC(=O)OCc1ccccc1,-0.02,-0.69,.
O=C(Cn1cnc2ccccc2c1=O)Nc1ccc(-c2nnc3n2CCCCC3)cc1,1.7,3.3,93*
CCc1cccc(NC(=O)CSC2=NS(=O)(=O)c3ccccc32)c1,-2.1,-1.2,.
Cc1ccc(-n2c(SCC(=O)N/N=C/C=C/c3ccccc3[N+](=O)[O-])nc3ccccc3c2=O)cc1,-1.2,0.09,-13
CCn1c(=O)cc(OCC(=O)NCc2ccc(C)o2)c2ccccc21,-0.79,-0.95,-100
c1cncc(-c2noc(CC3CCCCC3)n2)c1,-0.2,0.2,20
CN1CCN(S(=O)(=O)c2cccc(C(=O)NCc3ccc(Cl)cc3)c2)CC1,.,.,-87
COCC(C)NC(=O)CSc1nnc(-c2cccc(S(=O)(=O)N3CCCCC3)c2)o1 (stereo not given),.,.,20
CC1Cc2nc(SCC(=O)Nc3ccc4c(c3)OCO4)n(Cc3ccccc3)c(=O)c2S1 (stereo not given),-0.95,-0.95,-220
CCCSc1nc(C)cc(C)c1S(=O)(=O)c1ccccc1C,-0.66,-1,-7
Cc1cc2nncn2c(Cc2ccccc2)n1,-0.56,-0.35,24
O=C(CSc1nc2ccccc2s1)CSc1nc2ccccc2s1,-1.4,0.1,-94
CSc1cccc(NC(=O)CN(C)S(=O)(=O)c2ccc(F)cc2)c1,-0.76,-0.65,-3
CCSc1nnc(NC(=O)NC(C)(C(F)(F)F)C(F)(F)F)s1,-0.76,-0.45,31
CC1C/C(=C/c2ccncc2)C(=O)/C(=C/c2ccncc2)C1 (stereo not given),.,.,i
CC(CN1CCCC(C(N)=O)C1)c1ccccc1 (stereo not given),1.8,0.8,-16
O=C(N/N=C/c1ccccc1)c1[nH]c2ccc(Br)cc2c1-c1ccccc1,-0.23,-0.52,-47
COc1ccc(NC(=O)c2cn(-c3ccccc3)nc2-c2cc3ccccc3o2)cc1,-0.42,0.2,-7
C=C(C)CSc1nc2ccccc2[nH]1,0.65,-0.33,33
CS(=O)(=O)N(Cc1ccccc1)c1ccc(C(=O)Nc2ccccc2Sc2ccccc2)cc1,0.61,0.99,.
Cc1cc(C(=O)OCC(=O)c2ccc3c(c2)NC(=O)CO3)c2ccccc2n1,-0.61,0.5,-2

Retrieved one by one from the list above:
Molecule,SDO1 yeast rescue,SDO1 yeast rescue Rescue 24 h,Insulin prom inh
Cc1cc2nncn2c(Cc2ccccc2)n1,-0.56,-0.35,24
CCSc1nnc(NC(=O)NC(C)(C(F)(F)F)C(F)(F)F)s1,-0.76,-0.45,31
O=C(Cn1cnc2ccccc2c1=O)Nc1ccc(-c2nnc3n2CCCCC3)cc1,1.7,3.3,93*
CN1CCN(S(=O)(=O)c2cccc(C(=O)NCc3ccc(Cl)cc3)c2)CC1,.,.,-87

The listing continues.
Molecule,SDO1 yeast rescue,SDO1 yeast rescue Rescue 24 h,Insulin prom inh
Cc1c(C(=O)NC(C)C)sc2ncn(CC(=O)N3CCC(C)CC3)c(=O)c12,0.03,-0.56,-36
Cc1ccc(NS(=O)(=O)c2cc(C(=O)O)ccc2Cl)cc1,-0.34,-0.58,.
COc1cccc(/C=N/NC(=O)c2ccc(=O)n(C)c2)c1O,0.27,0.22,-21
CCSc1nc2c(cnn2-c2ccc(C)c(C)c2)c(=O)[nH]1,-2,-1.5,.

Assay outcomes as filed in PubChem.

The list is partial; rates above refer to the full screens.
